# PTPN22 inh 2: LYP (human) phosphatase inhibition | 0.21% of 96,000 active | recombinant LYP catalytic domain, DiFMUP fluorescence | Q9Y2R2 | AID 640 | inhibition, % at 2 µM;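 active = inhibition at 2 µM at or above a set limit, the screen mean plus 3 SD, cut at about 24% in these data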;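 note: 0% = DMSO with enzyme and 100% = enzyme fully blocked by orthovanadate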
# FAK inh: FAK (human) kinase inhibition; Q05397; biochemical FAK kinase activity assay; inhibition, %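 (tested at 7 µM)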; 0.84% of 97,000 active; AID 727; in the data active = inhibition above about 19%;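 note: 0% = DMSO and 100% = reference compound high control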
# F-actin modifier: alters cytoskeleton assembly in HUVEC cells; HUVEC TNFa F-actin phalloidin imaging, high content; inhibition, % at 2 µM; 0.18% of 91,000 active; AID 836;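 active = inhibition above the batch mean plus 3 SD and confirmed as a hit by visual image inspection, cut at about 30% in these data, passing the limit was not always enough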; note: strong numbers were not always called active
# PTPN22 act: LYP (human) phosphatase activation. Q9Y2R2. recombinant LYP, DiFMUP fluorescence; 0 = plate median, 100 = signal doubled. activation, % at 2 µM. 0.11% of 96,000 active;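 active = activation at 2 µM above a set limit, the mean plus 5 SD, cut at about 37% in these data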
# EphB4 antag: EphB4-ephrin-B2 interaction antagonism. EphB4 LBD / TNYL-RAW-Alexa532 peptide, fluorescence polarization. inhibition, % at 7 µM. 0.15% of 97,000 active. AID 720;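 active = inhibition above the screen-wide mean inhibition plus 3 SD, cut at about 15% in these data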;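 note: 0% = DMSO wells and 100% = excess unlabeled TNYL-RAW peptide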
# Plk1 PBD FP: blocks phosphopeptide binding to human Plk1 polo box domain | inhibition, %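 (tested at about 20 µM)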 | 0.13% of 97,000 active | P53350 | Plk1 PBD phosphopeptide binding, fluorescence polarization; in the data active = inhibition above about 34%, passing the limit was not always enough
# Target sequence (P53350 whole entry, looked up, the tested form may be a part): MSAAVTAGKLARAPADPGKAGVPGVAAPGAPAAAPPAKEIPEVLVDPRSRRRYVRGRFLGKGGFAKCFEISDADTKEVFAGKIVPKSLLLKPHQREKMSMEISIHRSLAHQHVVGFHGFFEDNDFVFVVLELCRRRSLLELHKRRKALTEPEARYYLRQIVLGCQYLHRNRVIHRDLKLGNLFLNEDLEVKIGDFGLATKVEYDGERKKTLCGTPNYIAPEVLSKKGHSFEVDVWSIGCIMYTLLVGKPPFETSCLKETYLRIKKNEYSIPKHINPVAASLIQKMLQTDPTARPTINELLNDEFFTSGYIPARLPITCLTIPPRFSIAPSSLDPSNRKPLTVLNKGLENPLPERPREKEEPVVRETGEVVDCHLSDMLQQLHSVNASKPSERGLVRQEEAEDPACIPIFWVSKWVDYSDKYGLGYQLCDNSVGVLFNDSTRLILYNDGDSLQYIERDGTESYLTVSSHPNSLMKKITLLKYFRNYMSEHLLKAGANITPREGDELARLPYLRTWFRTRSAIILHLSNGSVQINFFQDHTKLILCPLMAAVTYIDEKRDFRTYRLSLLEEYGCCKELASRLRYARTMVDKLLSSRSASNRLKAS
# PTK2B oligo ant: Pyk2 (human) oligomerization antagonism. Q14289. Q293 cells, Pyk2 FERM NanoBiT luminescence; active compounds read low. z-score (the deposit names both 25 µM and 10 µM). 0.83% of 99,000 active. AID 1347419;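 active = Z-score of -3 or lower, scaled per plate to the spread of control and sample wells; inactive = z-score above -3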;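 note: negative z-score means lost luminescence so less FERM oligomerization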
# HIV Rev-RRE inh: HIV Rev-RRE protein-RNA interaction inhibition | 0.79% of 97,000 active | P05866 | Rev peptide-RRE RNA binding, FRET | inhibition, % at 8 µM | AID 704;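 active = inhibition above the screen-wide mean plus 3 SD, cut at about 35% in these data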;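 note: 0% = median DMSO wells and 100% = median Neomycin B control wells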
# Target sequence (P05866 whole entry, looked up): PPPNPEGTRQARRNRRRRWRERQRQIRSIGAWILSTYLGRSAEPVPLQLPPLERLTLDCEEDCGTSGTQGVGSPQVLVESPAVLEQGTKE
#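 Test system: Cy5-tagged RRE RNA duplex with fluorescein-tagged Rev peptide; Probe or stimulus: labelled Rev peptide; Schedule: 5 min preincubation and 15 min binding, 25 °C; Signal: FRET fluorescence readout; Evaluation: % inhibition from 671/540 nm acceptor-to-donor ratio, scaled between controls; Control set: DMSO and neomycin B.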
# PLK1 inh: PLK1 (human) kinase inhibition; recombinant PLK1 kinase, TR-FRET peptide phosphorylation; inhibition, % at 10 µM; 0.53% of 97,000 active;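 active = inhibition of 50% or more in the single-concentration screen; inactive = inhibition below 50%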;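 note: 0% = DMSO max control and 100% = H-89 dihydrochloride min control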
# An asterisk follows results filed as active; . = not tested or not shown.
# Key to letters – A = PTPN22 inh 2; B = FAK inh; C = F-actin modifier; D = PTPN22 act; E = EphB4 antag; F = Plk1 PBD FP; G = PTK2B oligo ant; H = HIV Rev-RRE inh; I = PLK1 inh
1: CC1CN(C(=O)c2ccc(COCC(F)(F)F)o2)CC(C)O1 (stereo not given)
  A = 1	B = -2	C = 4	D = -2	E = 2	F = 4	G = 0.62	H = 3	I = -6
2: Cc1ccc(-n2c(Cn3cnc4ccccc43)nnc2SCC(=O)O)cc1
  A = 2	B = -1	C = 18	D = -6	E = 9	F = -7	G = 1.2	H = 9	I = -8
3: CCn1c(SC(C)C(=O)NC2CCCc3ccccc32)nnc1-c1cccs1 (stereo not given)
  A = 6	B = 0	C = .	D = -9	E = 10	F = -11	G = -0.13	H = 4	I = -12
4: O=S(=O)(Nc1cccc(-c2nc3cccnc3s2)c1)c1ccc2c(c1)OCCO2
  A = -1	B = -8	C = 18	D = -2	E = 3	F = 16	G = .	H = 7	I = -6
5: CCCCCCCc1nc2c(=O)[nH]c3ccccc3c2o1
  A = -14	B = 3	C = -13	D = 10	E = 2	F = -16	G = .	H = 9	I = -23
6: C=C(C)CC1N(c2cccc(OC)c2)C(=O)[C@@H]2C(C(=O)O)[C@H]3C=C[C@@]12O3 (stereo not given in full)
  A = 2	B = -3	C = 8	D = -5	E = -1	F = 23	G = -0.28	H = 6	I = -6
7: Clc1nnc(N/N=C/c2ccccc2)c2ccccc12
  A = 3	B = -2	C = 9	D = -3	E = -5	F = -7	G = -0.45	H = 7	I = -2
8: CCCCN(C(=O)c1cnc2n(c1=O)CCS2)c1ccccc1
  A = -9	B = 1	C = 6	D = 6	E = -8	F = -17	G = .	H = -1	I = -14
9: CCCCc1ccc(CC2S/C(=C(\C#N)C(=O)N3CCOCC3)N(c3ccccc3)C2=O)cc1 (stereo not given)
  A = 2	B = -2	C = 11	D = -2	E = 8	F = 9	G = 0.33	H = 17	I = -2
10: Cc1ccc(N(O)C(=O)OCCNC(=O)Nc2ccccc2)cc1
  A = 0	B = -4	C = -21	D = 0	E = -3	F = -1	G = 0.15	H = 5	I = -3
11: O=S(=O)(c1ccccc1)N1CCN(c2ncnc3sc(-c4ccccc4)cc23)CC1
  A = 0	B = 1	C = 5	D = 0	E = -1	F = 13	G = -0.72	H = 5	I = -15
12: CC(=O)c1ccc(S(=O)(=O)NCCCC(=O)NCCc2ccccn2)cc1
  A = -7	B = 0	C = 0	D = 5	E = -10	F = 0	G = 0.6	H = 0	I = -6
13: O=C(NCc1ccccc1)C(Cc1ccccc1)N1C(=O)C2C3CCC(C3)C2C1=O (stereo not given)
  A = -1	B = 0	C = -5	D = 4	E = 2	F = -8	G = -0.97	H = -2	I = -16
14: CN(C(=O)CCN1C(=O)c2ccccc2C1=O)C1CCCCC1
  A = -5	B = -1	C = 9	D = 4	E = 0	F = -12	G = 0.12	H = -4	I = -2
15: CCOc1ccccc1OCC(=O)NC1CCCCC1
  A = 7	B = 1	C = .	D = -6	E = -9	F = 8	G = 0.72	H = 7	I = -1
16: N#CCCCSc1nnc(-c2ccc(Cl)cc2)n1-c1ccccc1
  A = -2	B = -1	C = -4	D = -1	E = 5	F = -17	G = -0.55	H = 7	I = -3
17: CC(=O)CSc1nnc(-c2cnccn2)n1-c1ccccc1
  A = 8	B = 3	C = 5	D = -5	E = 6	F = -4	G = 0.04	H = 4	I = -3
18: C=CCn1c2ccccc2n2nc(C)c(=O)nc12
  A = -1	B = -2	C = -1	D = 1	E = 5	F = -8	G = 0.19	H = 2	I = -14
19: CN(C)S(=O)(=O)c1cc(C(=O)NCCCn2ccc3ccccc32)ccc1Cl
  A = 11	B = -3	C = 21	D = -11	E = 0	F = -14	G = 0.25	H = 10	I = -10
20: O=c1c(=NNc2ccccc2Cl)c(=O)c2ccccc12
  A = 0	B = 1	C = 9	D = 5	E = -7	F = 5	G = 2.2	H = 2	I = -16
21: CCCCCOC(=O)c1c(N)n(CCOC)c2nc3ccccc3nc12
  A = 12	B = 3	C = 4	D = -8	E = 3	F = -16	G = -0.16	H = 8	I = -15
22: CCC(C)Sc1nc2c(c(=O)[nH]c(=O)n2C)n1C (stereo not given)
  A = 3	B = -5	C = 20	D = -5	E = -2	F = 12	G = 0.14	H = 11	I = 4
23: CCN(C(=S)Nc1ccccc1F)C1CCCCC1
  A = 12	B = -8	C = -3	D = -9	E = -3	F = -4	G = 0.44	H = 3	I = -8
24: COC(=O)c1sc(S(=O)(=O)N2CCN(c3ccc(OC)cc3)CC2)c(C(=O)OC)c1C
  A = 6	B = 0	C = -1	D = -4	E = -4	F = 1	G = -0.91	H = -2	I = 0
25: O=[N+]([O-])c1cc(F)c(N2CCOCC2)cc1N1CCCCC1
  A = 1	B = 6	C = -28	D = 4	E = 2	F = 15	G = -0.27	H = 8	I = -6

# Retrieved by compound from the list above:
# Key to letters – A = PTPN22 inh 2; B = FAK inh; C = F-actin modifier; D = PTPN22 act; E = EphB4 antag; F = Plk1 PBD FP; G = PTK2B oligo ant; H = HIV Rev-RRE inh; I = PLK1 inh
24: COC(=O)c1sc(S(=O)(=O)N2CCN(c3ccc(OC)cc3)CC2)c(C(=O)OC)c1C
  A = 6	B = 0	C = -1	D = -4	E = -4	F = 1	G = -0.91	H = -2	I = 0
22: CCC(C)Sc1nc2c(c(=O)[nH]c(=O)n2C)n1C (stereo not given)
  A = 3	B = -5	C = 20	D = -5	E = -2	F = 12	G = 0.14	H = 11	I = 4
11: O=S(=O)(c1ccccc1)N1CCN(c2ncnc3sc(-c4ccccc4)cc23)CC1
  A = 0	B = 1	C = 5	D = 0	E = -1	F = 13	G = -0.72	H = 5	I = -15
6: C=C(C)CC1N(c2cccc(OC)c2)C(=O)[C@@H]2C(C(=O)O)[C@H]3C=C[C@@]12O3 (stereo not given in full)
  A = 2	B = -3	C = 8	D = -5	E = -1	F = 23	G = -0.28	H = 6	I = -6
12: CC(=O)c1ccc(S(=O)(=O)NCCCC(=O)NCCc2ccccn2)cc1
  A = -7	B = 0	C = 0	D = 5	E = -10	F = 0	G = 0.6	H = 0	I = -6

# Record cards (already shown). Order of values: PTPN22 inh 2, FAK inh, F-actin modifier, PTPN22 act, EphB4 antag, Plk1 PBD FP, PTK2B oligo ant, HIV Rev-RRE inh, PLK1 inh
# Listed for CCOc1ccccc1OCC(=O)NC1CCCCC1 → 7, 1, ., -6, -9, 8, 0.72, 7, -1
# Listed for CC1CN(C(=O)c2ccc(COCC(F)(F)F)o2)CC(C)O1 (stereo not given) → 1, -2, 4, -2, 2, 4, 0.62, 3, -6
# Listed for O=C(NCc1ccccc1)C(Cc1ccccc1)N1C(=O)C2C3CCC(C3)C2C1=O (stereo not given) → -1, 0, -5, 4, 2, -8, -0.97, -2, -16
# Listed for Cc1ccc(N(O)C(=O)OCCNC(=O)Nc2ccccc2)cc1 → 0, -4, -21, 0, -3, -1, 0.15, 5, -3

# The list continues:
# Key to letters – A = PTPN22 inh 2; B = FAK inh; C = F-actin modifier; D = PTPN22 act; E = EphB4 antag; F = Plk1 PBD FP; G = PTK2B oligo ant; H = HIV Rev-RRE inh; I = PLK1 inh
26: Cc1nn(-c2ccccc2)c(Cl)c1C1C(C#N)=C(N)OC2=C1C(=O)CC(C)(C)C2 (stereo not given)
  A = -11	B = -1	C = 1	D = 8	E = -1	F = 28	G = -2.9	H = 10	I = -12
27: Cc1onc(-c2c(Cl)cccc2Cl)c1C(=O)NCc1ccco1
  A = -11	B = -3	C = 1	D = 11	E = -7	F = -3	G = -1.3	H = 3	I = -5
28: COc1ccc(C(=O)N2c3ccccc3CC2C)cc1OC (stereo not given)
  A = -12	B = 2	C = 8	D = 9	E = 3	F = -6	G = -0.48	H = 0	I = -5
29: CCOC(=O)Nc1nc(-c2ccccc2)c(C(=O)c2ccc(Cl)cc2)s1
  A = -14	B = 1	C = -6	D = 11	E = 3	F = 15	G = -3.4*	H = 14	I = -20
